KCNQ1 inh: inhibitors of human KCNQ1 channel, primary screen, cell-based, thallium flux, high-throughput; B-score at 10 µM; hit rate 1.3% among 310,000; Potassium voltage-gated channel subfamily KQT member 1 (Homo sapiens), P51787; CHO-K1 KCNQ1, FluxOR thallium flux fluorescence; active compounds read high;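 active = compounds whose thallium flux B-score, printed positive for inhibition, exceeds three library SD while starting fluorescence stays within three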;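 note: channel opened by potassium depolarization with thallium stimulus after 20 min compound exposure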
MrgX1 PAM: positive allosteric modulators of MrgX1, primary screen, HEK293 cells, Fluo-4 calcium flux | B-score at 10 µM | FDSS; active compounds read high | AID 588675, 2011 | hit rate 0.63% among 310,000;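 active = plate-corrected calcium response at least 3 library SD above typical, normal starting fluorescence, not activating the receptor alone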;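 note: compound read alongside a low EC10 to EC30 dose of BAM8-22 agonist; peak minus trough fluorescence over baseline measured at the second addition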
TMEM16A inh: TMEM16A chloride channel inhibitors, primary screen, cell-based, HTS. Anoctamin-1 (Mus musculus), Q8BHY3. HEK293 TMEM16A/YFP iodide influx fluorescence, ionomycin. normalized B-score (activity score, 25-100; higher = stronger inhibition) at 10 µM. hit rate 1.2% among 310,000. AID 588511, 2011;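 active = ratio plate-corrected score three or more library SD toward inhibition, starting fluorescence score within five deviations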;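 note: score derived from kinetic fluorescence span divided by baseline fluorescence per well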
Target sequence (Q8BHY3 whole entry, looked up): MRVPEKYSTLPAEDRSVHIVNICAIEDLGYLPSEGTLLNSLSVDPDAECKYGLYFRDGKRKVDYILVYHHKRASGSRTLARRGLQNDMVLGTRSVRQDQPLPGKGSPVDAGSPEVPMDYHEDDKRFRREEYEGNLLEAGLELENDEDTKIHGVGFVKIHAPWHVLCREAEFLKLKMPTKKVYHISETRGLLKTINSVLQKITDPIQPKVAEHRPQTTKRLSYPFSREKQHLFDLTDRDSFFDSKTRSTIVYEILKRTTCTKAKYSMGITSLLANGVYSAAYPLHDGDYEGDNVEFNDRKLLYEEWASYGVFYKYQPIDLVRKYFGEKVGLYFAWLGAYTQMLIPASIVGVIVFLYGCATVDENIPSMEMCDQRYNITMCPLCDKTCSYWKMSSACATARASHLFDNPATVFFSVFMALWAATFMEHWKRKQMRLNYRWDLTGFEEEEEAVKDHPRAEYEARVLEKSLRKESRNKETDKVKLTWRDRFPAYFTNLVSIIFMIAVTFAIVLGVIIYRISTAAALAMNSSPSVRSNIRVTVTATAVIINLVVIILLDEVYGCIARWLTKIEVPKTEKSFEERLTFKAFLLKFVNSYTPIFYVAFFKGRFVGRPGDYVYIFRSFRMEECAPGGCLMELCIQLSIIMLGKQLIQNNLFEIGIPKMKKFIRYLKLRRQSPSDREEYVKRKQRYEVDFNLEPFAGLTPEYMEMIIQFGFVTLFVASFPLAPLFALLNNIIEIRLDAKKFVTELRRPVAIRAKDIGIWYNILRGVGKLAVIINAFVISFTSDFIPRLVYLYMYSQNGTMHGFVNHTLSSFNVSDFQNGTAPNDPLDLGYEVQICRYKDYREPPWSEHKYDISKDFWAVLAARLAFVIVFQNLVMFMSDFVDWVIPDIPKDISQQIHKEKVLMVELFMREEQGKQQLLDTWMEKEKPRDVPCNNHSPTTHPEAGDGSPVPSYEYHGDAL
KCNK9 block: KCNK9 potassium channel inhibitors, primary screen, HEK293 cells, thallium flux | Potassium channel subfamily K member 9 (Homo sapiens), Q9NPC2 | FluxOR thallium flux fluorescence; active compounds read low | B-score at 10 µM | hit rate 1.2% among 310,000;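 active = ratio B-score over 3 SD below the library mean, with starting fluorescence within 5 SD of its mean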;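 note: negative B-score means less thallium flux so channel inhibition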
MrgX1 ag: agonists of human MrgX1 receptor, primary screen, HEK293 cells, Fluo-4 calcium flux | Fluo-4 calcium fluorescence, agonist mode; active compounds read high | Mas-related G-protein coupled receptor member X1 (Homo sapiens), Q96LB2 | hit rate 0.44% among 310,000 | B-score at 10 µM | AID 588627, 2011;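 active = calcium response B-score plate-corrected fluorescence ratio at least 3 library SD, with starting fluorescence B-score inside 5 SD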
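Material: MrgX1-expressing HEK293 cells / Dosing: compound as first of three additions / Incubation: overnight seeding, then 1 h dark dye loading / Signal: Fluo-4 NW calcium fluorescence / Evaluation: B-scored fluorescence response ratio / Benchmarks: positive and negative control wells on each plate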
RGS4 pot: RGS4 potentiators or activators, primary screen, cell-based, HEK293 M3R inducible RGS4, calcium flux. carbachol calcium flux Fluo4; active compounds read low. hit rate 0.92% among 310,000. B-score at 10 µM;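 active = B-score of the integrated calcium signal more than 4 SD below the library mean, with starting fluorescence not abnormally high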;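 note: negative B-score means reduced calcium response which marks RGS4 activation or potentiation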
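test system = M3R-expressing HEK293 line, RGS4 induced by doxycycline | probe or stimulus = carbachol at ECmax as muscarinic agonist stimulus | timing = dye loading 30 min 37 °C, buffer rest 30 min RT | signal = calcium dye Fluo4 fluorescence | evaluation = B score from integrated fluorescence ratio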
KCNK3 block: human KCNK3 channel inhibitors, primary screen, CHO cells, FluxOR thallium flux, B-score; Potassium channel subfamily K member 3 (Homo sapiens), O14649; FluxOR fluorescence; active compounds read low; B-score at 10 µM; hit rate 0.84% among 340,000; AID 602410, 2012;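 active = B-score under library mean minus 4 SD, starting fluorescence ratio at most library mean plus 5 SD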;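 note: more negative B-score means stronger inhibition of thallium flux through KCNK3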
hERG protect: hERG rescue from dofetilide block, primary screen, cell-based, CHO-hERG, FluxOR thallium flux, dofetilide IC70 | Voltage-gated inwardly rectifying potassium channel KCNH2 (Homo sapiens), Q12809 | activation (rescue from dofetilide block), less the hit threshold, % at 10 µM | hit rate 0.51% among 310,000 | dofetilide IC70 present | AID 1511, 2009;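 active = activation above the mean of controls blocked by dofetilide plus 5 SD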;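 note: thallium influx through hERG after potassium depolarization seen as dye fluorescence rise; in these data hits start at about 4.7%; inactives centre near -7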
RGS4 inh: RGS4 inhibitors, primary screen, cell-based, HEK293 M3R inducible RGS4, calcium flux | hit rate 0.45% among 310,000 | Fluo-4 calcium flux; active compounds read high; triggered by carbachol at its EC20 | B-score at 10 µM | Regulator of G-protein signaling 4 (Homo sapiens), P49798;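 active = B-score, a plate-corrected calcium signal, over three deviations above library mean, with baseline fluorescence within five deviations of library mean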;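 note: RGS4 expression induced by doxycycline in cells with stable M3 receptor; B-score is computed from the integrated fluorescence ratio over baseline after carbachol; higher B-score means a larger calcium signal and so more RGS4 inhibition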
TMEM16A act: TMEM16A chloride channel activators or potentiators, primary screen, cell-based, HTS; Anoctamin-1 (Mus musculus), Q8BHY3; hit rate 0.3% among 340,000; HEK293 TMEM16A/YFP-H148Q/I152L, iodide quench fluorescence; active compounds read low; B-score at 10 µM; AID 623877, 2012;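 active = fluorescence-ratio B-score plate-corrected deviation score at least 3 library SD below zero, with starting fluorescence score within 5 deviations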;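 note: channel opened by trigger with iodide after compound preincubation; score built on the fluorescence ratio of max minus min over baseline; more negative score means more quench and so TMEM16A activation or potentiation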
KCNQ1 act: potentiators or activators of KCNQ1 channel, primary screen, cell-based, thallium flux, high-throughput | Potassium voltage-gated channel subfamily KQT member 1 (Homo sapiens), P51787 | CHO-K1 KCNQ1, thallium flux FluxOR fluorescence; active compounds read high | B-score at 10 µM | hit rate 0.35% among 310,000 | AID 2648, 2010;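 active = fluorescence ratio B-score, a plate-corrected score, at least three library SD, with initial intensity B-score within 5 SD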
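Assay system: stable KCNQ1 CHO-K1 line; medium: assay buffer, equal DMSO in all wells; timing: 90 min dye loading and 20 min compound exposure, both at room temperature; technique: kinetic FluxOR thallium fluorescence, 10-s 1-Hz baseline, 110-s post-stimulus read; read-out basis: B score of baseline-normalized fluorescence ratio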
Numbers without * were called inactive; i = inactive; · = no result given. Rows were taken by chance; overall some 6.3% were active at least once.

SMILES	KCNQ1 inh	MrgX1 PAM	TMEM16A inh	KCNK9 block	MrgX1 ag	RGS4 pot	KCNK3 block	hERG protect	RGS4 inh	TMEM16A act	KCNQ1 act
C=CCNC(=O)c1ccc2nc(Cc3ccc(OC)cc3)oc2c1	i	i	i	i	i	i	i	-4.3	i	i	i
CC(C)(C)CC(=O)NC(=S)Nc1ccccc1C(F)(F)F	i	i	i	i	i	i	i	-2.4	i	i	i
Cc1cc(N2CCN(Cc3nc(-c4ccc(F)cc4)oc3C)CC2)cc(C)n1	i	i	i	i	i	i	i	-11.4	i	i	i
O=C(NC1CCCCC1)C(c1ccccc1)N(C(=O)c1cccs1)c1ccc2c(c1)OCO2 (stereo not drawn)	i	i	i	i	i	i	i	-7.4	i	i	i
C=C(C)CN(CC)C(=O)CN1C(=O)NC(C)(c2ccc3ccccc3c2)C1=O (stereo not drawn)	i	i	i	i	i	i	i	-2.2	i	i	i
Oc1ccc(C2N=C(c3ccccc3)NC(c3ccccc3)=N2)cc1	·	i	i	·	i	·	i	·	·	i	·
CCN(CC)CCCN1C(=O)C(=O)/C(=C(/O)c2ccc(Cl)cc2)C1c1ccccn1 (stereo not drawn)	i	i	i	i	i	i	i	-2.2	i	i	i
CN(C(=O)Cn1c(Cl)nc2c1c(=O)n(C)c(=O)n2C)C1CCS(=O)(=O)C1 (stereo not drawn)	i	i	i	i	i	i	i	-14.8	i	i	i
O=C1NC2(CCC3(CC2)OCCO3)NN1c1ccc(Cl)cc1	i	i	i	i	i	i	i	-5.2	i	i	i
O=C(COC(=O)c1ccc(Cl)c(Cl)c1)NC1CCCC1	i	i	i	i	i	i	i	-5.2	i	·	i
S=C(Nc1ccccc1Cl)N1CCCCCC1	i	i	i	i	i	i	i	-7.2	i	i	i
COc1ccc(C2=NN(CN3C(=O)C(=O)c4ccccc43)C(c3cccc([N+](=O)[O-])c3)C2)cc1 (stereo not drawn)	i	i	i	i	i	i	i	-13.0	i	i	i
O=C(O)c1ccc(Cl)c(S(=O)(=O)NCc2ccco2)c1	i	i	i	i	i	i	i	-4.0	i	i	i
Cn1c(SCC(=O)NCCc2ccccc2)ncc(C(=O)Nc2ccccc2)c1=O	i	i	i	i	i	i	i	-11.7	i	i	i
C=CCN(C(=O)CSc1nc2[nH]ncc2c(=O)n1-c1ccccc1OC)c1ccccc1	·	i	i	·	i	·	i	·	·	i	·
COc1ccc(NC(=O)Nc2ccccc2SC)c(OC)c1	i	i	i	i	i	i	i	-7.6	i	i	i
Cc1ccc(S(=O)(=O)N2CCN(C(=O)c3ccc(N4CCCC4)c([N+](=O)[O-])c3)CC2)cc1	i	i	i	i	i	i	i	-8.5	i	i	i
CC1CCN(C(=O)c2ccc3c(c2)NC(=O)/C(=C/c2ccccc2)S3)CC1	i	i	i	i	i	i	i	-5.9	i	i	i
CSc1ccccc1OCc1cc(C(=O)N(C)CC2COCCO2)no1 (stereo not drawn)	i	i	i	i	i	i	i	-3.8	i	i	i
CSc1ccc(CN2C(=O)NC3(CCCCCC3)C2=O)cc1	i	i	i	i	i	i	i	-0.2	i	i	i
Cc1ccc(-c2nnc(-c3ccc4c(c3)OCO4)o2)cc1	i	i	i	i	i	i	i	-4.7	i	i	i
CNC(=S)N(C)c1ccccc1	i	i	i	i	i	i	i	-9.0	i	i	i
O=C(Cc1ccc(Cl)cc1)Nc1ccc(NC(=O)c2ccccc2)cc1	i	i	i	i	i	i	i	-3.5	i	i	i
CCOc1ccc(S(=O)(=O)NCCC(=O)OCC(=O)N2CC(=O)Nc3ccccc32)cc1	i	i	i	i	i	i	i	-7.6	i	i	i
NC1=NS(=O)(=O)NC1c1ccc(F)cc1 (stereo not drawn)	i	i	i	i	i	i	i	-4.8	i	i	i
O=C(COc1ccccc1)Nc1nnc(S(=O)(=O)N2CCCCCC2)s1	i	i	i	i	i	i	i	-7.7	i	i	i
COc1ccccc1C1CCN(c2ccc(CO)cc2[N+](=O)[O-])CC1	i	i	25*	i	i	i	i	-15.4	i	i	i
CC(C)(C)N(Cc1ccccc1)C(=O)c1ccc2c(c1)OCCO2	i	i	i	i	i	-9.2*	i	-18.6	i	i	i
CCOc1ccc(OCC)c(S(=O)(=O)NNC(=O)c2c(C)nc3ccccn23)c1	i	i	i	i	i	i	i	-10.7	i	i	i
COc1ccc(CCNC(=O)Cn2nnc(-c3cccs3)n2)cc1OC	i	i	i	i	i	i	i	-0.7	i	i	i
COc1ccc(NS(=O)(=O)c2cccc(NC(=O)C3=NN(c4ccccc4)C(=O)CC3)c2)cc1	i	i	i	i	i	i	i	-11.3	i	i	i
Nc1cccnc1Oc1ccc(F)cc1F	i	i	i	i	i	i	i	-11.9	i	i	i
COc1cccc(CN2CCN(c3nc4nonc4nc3N3CCCCC3)CC2=O)c1	i	i	i	i	i	i	i	-9.9	i	i	i
CS(=O)(=O)N1CC(C(=O)NC2CCCC2)Oc2ccc(Cl)cc21 (stereo not drawn)	i	i	i	i	i	i	i	-10.0	i	i	i
CCOc1ccc(S(=O)(=O)N(CC)CC(=O)NCc2ccncc2)cc1	i	i	i	i	i	i	i	-3.4	i	i	i
Cc1ccc2c(CC(=O)N3CCN(S(=O)(=O)c4cccs4)CC3)coc2c1	i	i	i	i	i	i	i	-6.5	i	i	i
CN(Cc1cc2cc(F)ccc2[nH]1)Cc1nc(-c2cnccn2)no1	i	i	i	i	i	i	i	-9.6	i	i	i
Cc1cc(C)c(NC(=O)CCCC(=O)O)c(Cl)c1	i	i	i	i	i	i	i	-4.2	i	i	i
COc1cc(/C=N/Nc2ccccn2)ccc1O	i	i	i	i	i	i	i	-7.2	i	i	i
COc1ccc(CNC(=O)C2(CC3CC(c4ccccc4)=NO3)CCN(C(=O)c3cccc(O)c3)CC2)cc1 (stereo not drawn)	i	i	i	i	i	i	i	-5.1	i	i	i
COc1ncnc(OC)c1S(=O)(=O)Nc1ccc(C(F)(F)F)cc1	i	i	i	i	i	i	i	-3.6	i	i	i
CCC(C)n1c(S(=O)(=O)O)nc2ccccc21 (stereo not drawn)	i	i	i	i	i	i	i	-7.9	i	i	i
c1ccc(Cn2c(-c3ccco3)nc3nc4ccccc4nc32)cc1	i	i	i	i	i	i	i	-8.1	i	i	i
CCOc1ccc(Nc2nc(N)c([N+](=O)[O-])c(NCc3ccccc3)n2)cc1	i	i	i	i	i	i	i	0.0	i	i	i
CC(C)Oc1ccc(C(=O)/C(=C\c2cccs2)c2nc3ccccc3o2)cc1	i	i	i	i	i	i	i	-12.0	i	i	i
CCOC(=O)c1ccc(N(CC(=O)NC2CCCCC2)C(=O)CNC(=O)c2ccco2)cc1	i	i	i	i	i	i	i	-7.5	i	i	i
Cn1nc(-c2ccccc2)cc1NS(=O)(=O)c1ccc(C#N)cc1	i	i	i	i	i	i	i	-1.6	i	i	i
COc1cccc(CN(C)C(=O)C23CC4CC(CC(NC(C)=O)(C4)C2)C3)c1OC	i	i	i	i	i	i	i	-8.7	i	i	i
COc1ccc(N(CC2CO2)S(=O)(=O)c2ccccc2)cc1 (stereo not drawn)	i	i	i	i	i	i	i	-7.5	i	i	i
O=C(Nc1ncccc1O)c1ccc2ccccc2c1	i	i	i	i	i	i	i	-6.5	i	i	i

Following part:
SMILES	KCNQ1 inh	MrgX1 PAM	TMEM16A inh	KCNK9 block	MrgX1 ag	RGS4 pot	KCNK3 block	hERG protect	RGS4 inh	TMEM16A act	KCNQ1 act
CN(C)CCNC(=O)c1nn(C)c2c1CCc1ccccc1-2	i	i	i	i	i	i	i	-6.3	i	i	i
Cc1[nH]c2ccccc2c1SCC(=O)Nc1nccs1	i	i	i	i	i	i	i	0.6	i	i	i
CNC(=S)N1CCN(C(=O)C2CCCO2)CC1 (stereo not drawn)	i	i	i	i	i	i	i	-9.4	4.73*	i	i
N#Cc1nc(N)nc(N(c2ccccc2)c2ccccc2)n1	i	i	100*	i	i	i	i	-4.0	i	i	i
CCC1=C2CC[C@H]3C(=O)N(C)C(=O)[C@H]3[C@H]2[C@@]2(Cc3ccccc3)C(=NCCOC)OC(=O)N2C1=O	i	i	i	i	i	i	i	-6.9	i	i	i
CC(CN1CCOCC1)OC(=O)c1ccc(Br)cc1 (stereo not drawn)	i	i	i	i	i	i	i	-6.2	i	i	i
O=C(OCCN1CCN(C2=NS(=O)(=O)c3ccccc32)CC1)c1cccc(Br)c1	i	i	i	i	i	i	i	-11.6	i	i	i
COc1ccccc1C(=O)C1CCCN(C(=O)c2ccccn2)C1 (stereo not drawn)	i	i	i	i	i	i	i	-11.1	i	i	i
O=C1c2ccccc2-c2c1cccc2C(=O)N(CCO)CCO	i	i	i	i	i	i	i	-13.3	i	i	i
Cc1cccc(C(=O)NNC(=O)c2ccco2)c1O	i	i	i	i	i	i	i	-12.9	i	i	i
Cc1cccc(NC(=O)C2C(c3ccccc3)C2(Cl)Cl)c1C (stereo not drawn)	i	i	i	i	i	i	i	-4.6	i	i	i
Cc1cc(=O)oc2cc(OC(=O)CCN3C(=O)c4ccccc4C3=O)ccc12	i	i	i	i	i	i	i	-9.1	i	i	i
CCn1c(CCC(=O)O)nc2cc(S(=O)(=O)N(C)C)ccc21	i	i	i	i	i	i	i	-5.2	i	i	i
CCOc1ccc(C(=O)NCC(=O)OCC(=O)Nc2ccc(C)c(S(=O)(=O)N(C)C)c2)cc1	i	i	i	i	i	i	i	-1.3	i	i	i
CC(=O)Nc1cccc(NS(=O)(=O)c2cccc3nsnc23)c1	i	i	i	i	i	i	i	-6.1	i	i	i
